Screens: PubChem BioAssay, The Scripps Research Institute Molecular Screening Center
FBW7 act – activators of human E3 ligase FBW7. Q969H0. AlphaScreen FBW7–phospho-cyclin E peptide binding, activator screen. normalized activity (activation), % at 26.1 µM. 650,000 tested, 0.13% active. AID 1259310; in the data active means normalized activity above about 1.9%;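 further: purified mutant Fbw7 with reduced substrate affinity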
Target sequence (Q969H0 whole entry, looked up): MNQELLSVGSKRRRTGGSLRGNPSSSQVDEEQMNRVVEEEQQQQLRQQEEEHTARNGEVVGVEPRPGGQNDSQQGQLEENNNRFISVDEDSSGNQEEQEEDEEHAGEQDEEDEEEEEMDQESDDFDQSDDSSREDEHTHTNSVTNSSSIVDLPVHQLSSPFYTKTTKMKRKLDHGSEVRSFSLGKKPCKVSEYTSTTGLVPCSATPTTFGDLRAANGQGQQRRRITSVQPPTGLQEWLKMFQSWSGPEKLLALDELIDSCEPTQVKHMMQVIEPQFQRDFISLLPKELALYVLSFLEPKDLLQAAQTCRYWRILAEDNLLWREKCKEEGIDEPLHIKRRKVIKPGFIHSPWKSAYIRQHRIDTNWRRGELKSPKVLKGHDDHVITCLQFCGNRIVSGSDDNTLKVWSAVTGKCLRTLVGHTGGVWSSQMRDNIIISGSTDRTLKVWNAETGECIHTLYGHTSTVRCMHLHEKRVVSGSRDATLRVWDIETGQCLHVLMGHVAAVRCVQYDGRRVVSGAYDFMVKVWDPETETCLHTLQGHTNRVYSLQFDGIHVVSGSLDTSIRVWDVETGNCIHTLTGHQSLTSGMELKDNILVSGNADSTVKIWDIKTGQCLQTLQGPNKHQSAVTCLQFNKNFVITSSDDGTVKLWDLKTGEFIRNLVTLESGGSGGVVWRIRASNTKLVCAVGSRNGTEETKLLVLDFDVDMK
GPR151 activ – human GPR151 activation; 650,000 tested, 1% active; Q8TDV0; PathHunter beta-arrestin GPR151 cells, luminescence; activation, % at 11.2 µM; in the data active means activation above about 4.9%;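 further: 0% = median of compound wells and 100% = cells with positive control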
Target sequence (Q8TDV0 whole entry, looked up): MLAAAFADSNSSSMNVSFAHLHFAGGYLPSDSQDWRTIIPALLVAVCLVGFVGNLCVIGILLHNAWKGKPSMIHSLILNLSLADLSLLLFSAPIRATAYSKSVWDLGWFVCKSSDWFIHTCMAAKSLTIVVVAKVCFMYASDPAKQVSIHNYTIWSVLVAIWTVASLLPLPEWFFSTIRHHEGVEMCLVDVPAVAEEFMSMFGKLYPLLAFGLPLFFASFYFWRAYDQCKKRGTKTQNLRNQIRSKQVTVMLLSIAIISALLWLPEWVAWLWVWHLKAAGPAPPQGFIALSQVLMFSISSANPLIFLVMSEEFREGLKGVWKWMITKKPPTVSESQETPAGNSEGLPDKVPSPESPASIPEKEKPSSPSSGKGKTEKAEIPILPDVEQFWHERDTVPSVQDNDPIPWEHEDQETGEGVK
TEAD-YAP inh – TEAD-YAP interaction inhibition. 640,000 tested, 1.4% active. AID 1259422. inhibition, % at 9.12 µM. HEK-TIYL cells, TEAD-Gal4/YAP UAS-luciferase luminescence; in the data active means inhibition above about 32%;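 further: 0% = median of test compound wells and 100% = reference inhibitor wells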
MITF primary – human MITF inhibition, primary screen | AlphaScreen MITF homodimerization, bead proximity signal | inhibition, % at 2.6 µM | 650,000 tested, 0.91% active; in the data active means inhibition above about 50%;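 further: 0% = vehicle wells with protein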
Starred values were filed as active, the others as inactive.

A first look:
SMILES	FBW7 act	GPR151 activ	TEAD-YAP inh	MITF primary
C=CCSc1nnc2n(-c3ccc(C)cc3)c(=O)c3c4c(sc3n12)CCC4	-0.1	-1.1	-1	-12
COc1cc(/C=C(\C#N)c2nc3ccc(C)cc3[nH]2)ccc1O	0.3	-0.8	-17	13

This part in full (from the top)
SMILES	FBW7 act	GPR151 activ	TEAD-YAP inh	MITF primary
C=CCSc1nnc2n(-c3ccc(C)cc3)c(=O)c3c4c(sc3n12)CCC4	-0.1	-1.1	-1	-12
COc1cc(/C=C(\C#N)c2nc3ccc(C)cc3[nH]2)ccc1O	0.3	-0.8	-17	13
CC1=NN(c2ccc([N+](=O)[O-])cc2)C(=O)/C1=C\N(C)C	-0.2	-8.6	-10	-2
C=CCSC1=NC2(CC(c3ccccc3)c3ccc(O)c(O)c3O2)CC(C)(C)N1 (stereo unspecified)	-0.1	-0.5	10	-1
CCS(=O)(=O)c1ccc2oc(SCC(=O)c3ccc(Cl)s3)nc2c1	-0.2	2.1	-2	-7
COc1cc(/C=N/NC(=O)C(=O)NC(C)C)cc(OC)c1OC	0.1	-0.3	-6	6
CC(=O)NC(=S)Nc1ccc(NC(=O)c2cccc(Cl)c2)cc1	0.4	-0.3	-25	11
O=C(CSc1nc2ccsc2c(=O)n1-c1ccc(F)cc1)NCc1ccco1	0.5	0.1	12	9
CCC(NC(=S)Nc1ccccc1)C(=O)O (stereo unspecified)	-0.2	-0.6	-1	-8
Cc1c(S(=O)(=O)NCCc2c[nH]c3ccccc23)c(=O)n(C)c(=O)n1C	0.1	1.4	8	-3
CCCSc1nc2c(c(=O)[nH]1)C(c1ccc(C)o1)C1=C(CCCC1=O)N2 (stereo unspecified)	-0.1	-1.2	-6	6
O=C(CSc1nnnn1-c1cccc2ccccc12)c1ccc(O)c(O)c1	-0.5	0.5	-6	14
COc1ccc(C2CC(=O)C3=C(C2)NC(=O)CC3C(=O)Nc2ccc(Cl)cc2)cc1 (stereo unspecified)	0.9	0.7	0	8
CCCNc1nc(Nc2ccccn2)nc2c1ncn2-c1ccccc1	0.1	-0.8	22	6
COc1cc(-c2nc3sc4c(c3c(=O)o2)CCCC4)cc(OC)c1OC	0.9	-0.3	14	8
CCOC(=O)CN(C)S(=O)(=O)c1ccc(C)cc1	0.3	2.0	2	-18
CCN1CCN(c2nc3cc(OC)ccc3cc2CNCCc2ccc(OC)cc2)CC1	-0.1	-0.5	-6	-9
COc1cccc(C(=O)NC2(C(F)(F)F)N=C3SCCN3C2=O)c1 (stereo unspecified)	0.7	-1.1	10	8
CC(C)c1ccc(C2C(C(=O)c3cccs3)=C(O)C(=O)N2Cc2cccnc2)cc1 (stereo unspecified)	0.1	-0.6	-2	-22
Cc1cccc(NC(=S)NN2CCCCC2)c1	-0.3	-0.1	-14	-1
Cc1ccn(CC(=O)N2CCc3c(cnc(C)c3CNC(=O)CCOc3ccccc3)C2)n1	0.2	0.2	-8	11
O=C(Nc1ccccc1C(=O)N1CCCCC1)c1ccc(F)cc1	-0.3	-0.5	8	-11
N#CCN(CC#N)C(=O)c1ccc(C(=O)N(CC#N)CC#N)cc1	-0.1	-1.2	-7	21
COC(=O)c1c(S(=O)(=O)N2C[C@@H](C)O[C@@H](C)C2)sc2c1CCN(C1CCCC1)C2	0.1	-0.1	10	5
CCc1ccc(OCC(O)CN2CCN(c3ccc(OC)cc3)CC2)cc1 (stereo unspecified)	-0.2	1.3	0	20
CCCOc1ccccc1C1C(C(=O)OC)=CN(C2CCCC2)C=C1C(=O)OC	0.6	0.0	-8	-18
O=c1[nH]c(SCc2ccc(Cl)c(Cl)c2)nc2c1cnn2-c1ccccc1	-0.2	3.3	2	-10
Cc1ccc2nc3c(cc(C(=O)NC4CCCCC4)c(=N)n3C3CCCCC3)c(=O)n2c1	0.0	-1.0	-12	2
CCN(CC)c1ccc(NC(=O)c2ccc(OC)cc2)c(C)c1	-0.1	1.1	-2	-7
CCOC(=O)C(C)Oc1cccc2c(=O)n(CC(=O)Nc3ccc(F)cc3F)ccc12 (stereo unspecified)	-0.3	-0.5	5	-1
O=c1cc(N2CCN(c3ccc(F)cc3)CC2)[nH]c(=O)n1-c1cccc(Br)c1	0.0	0.7	-7	-4
CCOC(=O)C1=C(C)N=c2s/c(=C/c3cc(C)n(-c4ccc(C)cc4)c3C)c(=O)n2C1c1ccc(C(C)C)cc1 (stereo unspecified)	0.6	-0.8	10	4
CC(C)(C)c1ccc(C(=O)NCc2n[nH]c(=S)n2-c2cccc(C(F)(F)F)c2)cc1	0.2	-0.3	7	-3
Cc1ccccc1C(=O)N(CC(=O)Nc1sc(C)c(C)c1C(N)=O)C1CCCCC1	-0.1	0.2	12	7
CCOC(=O)N1CCN(C(=O)/C(=C/c2ccccc2Cl)c2ccccc2)CC1	-0.1	0.4	2	-2
Oc1cccc(Nc2ncnc3ccccc23)c1	-0.1	-0.9	-7	-1
CCCCCCSc1nnc2c(n1)OC(C1CC=C(C)CC1)Nc1ccccc1-2 (stereo unspecified)	-0.1	-0.4	7	4
COC(=O)C(=C/C=C/c1ccccn1)C(=O)OC	0.1	1.9	15	11
CC(Oc1ccc(Br)cc1)C(=O)Nc1nccs1 (stereo unspecified)	0.0	-1.7	-10	-8
O=C(Nc1ccccc1C(=O)N1CCCCCC1)c1ccc(Cl)cc1	0.0	-1.1	-2	8
COc1cn(CC(=O)NC2CCCCC2)c(CSc2nccc(C)n2)cc1=O	0.1	-1.8	-2	-3
O=C(Nc1ccc2cn[nH]c2c1)C1COc2ccccc2O1 (stereo unspecified)	0.0	0.6	-35	7
COc1ccccc1CCNC(=O)C1CN(C(=O)c2cccs2)C1	-0.2	-0.8	4	-1
Cn1c(=O)[nH]c(=O)c2c1nc(NCc1ccccc1)n2CC(O)COc1ccccc1 (stereo unspecified)	-0.3	-1.7	-5	-12
CCOC(=O)c1nnn(C(CC)C(=O)Nc2c(C)cccc2C)c1C(=O)OCC (stereo unspecified)	-0.1	-0.5	7	5
O=C(COc1cc(=O)n2ccccc2n1)NCc1ccco1	-0.2	0.6	4	5
CN1CCCN(Cc2c(F)cccc2F)CC1	0.6	-0.2	0	78*
COc1cc(OC)c(/C=N/n2c(-c3ccccc3)n[nH]c2=S)c(OC)c1	0.4	1.7	-8	3
CCCNC(=O)Cn1cnc2sc(C(=O)Nc3ccccc3OC)c(C)c2c1=O	-0.1	1.2	-3	-4
CC(=O)N1CCN(Cc2ccc3c(c2)CN(C2CCC2)CCO3)CC1	0.0	-0.3	1	15
COc1ccccc1N1CCN(C(=O)CSCc2ccc(C)cc2)CC1	0.0	1.0	13	3
CC(C(=O)N(C)Cc1ccccc1)N(c1ccc(Oc2ccccc2)cc1)S(C)(=O)=O (stereo unspecified)	0.0	2.6	-2	19
COC(=O)c1ccc(CN(Cc2ccc(OC)c(OC)c2)S(=O)(=O)c2cc(C(=O)Nc3ccccc3F)ccc2F)cc1	-0.1	-2.2	0	0
O=C(Nc1ccc(F)cc1F)C1CCCO1 (stereo unspecified)	0.5	-0.4	0	-7
Cc1ccc(S(=O)(=O)C2(C(=O)Nc3ccc(Br)cc3F)CC2)cc1	0.0	-0.2	-1	2
Cc1cc(Cl)c(S(N)(=O)=O)cc1OCC(=O)Nc1nncs1	-0.1	-0.2	1	-4
CCc1ccccc1NC(=O)c1cc(S(=O)(=O)NCc2ccc(C)cc2)ccc1F	0.1	0.6	-2	3
O=C(N/N=C/c1ccc(O)cc1)c1cc(-c2cccs2)[nH]n1	0.1	1.9	-1	16
CC(C)OC(=O)c1cccnc1N1CCN(c2cccc(Cl)c2)CC1	0.0	1.3	-3	-18
COc1cc(/C=C2/C(=O)NN(c3ccc(C)cc3)C2=O)cc(Cl)c1O	-0.1	1.3	-3	5
Further results follow:
SMILES	FBW7 act	GPR151 activ	TEAD-YAP inh	MITF primary
O=C(C1CCN(C2CC(=O)N(c3ccccc3F)C2=O)CC1)N1CCCCC1 (stereo unspecified)	-0.1	-0.7	-12	-11
Cn1nnnc1Sc1ncnc2scc(-c3ccccc3)c12	-0.2	-0.1	1	-12
O=C([C@H](O)CSc1ccc(Br)cc1)N1CCC(Nc2ccc3[nH]ncc3c2)CC1	-0.3	-0.6	11	14
O=C(NCc1nnc2n1CCN(Cc1cccc(F)c1)CC2)c1ccccn1	-0.1	-0.3	-2	-9
O=C(Nc1ccc(I)cc1)c1c(F)cccc1F	0.0	0.0	-70	-4
O=S(=O)(Cc1ccc(Cl)cc1)N1CCN(Cc2ccc3c(c2)OCO3)CC1	0.0	-1.2	5	4
CCCCn1c(SCC(=O)Nc2ccc(OCC)cc2)nc2ccsc2c1=O	-0.1	-1.6	2	-4
Cc1ccc(NC(=O)c2cc([N+](=O)[O-])ccc2NCc2cccnc2)cc1Cl	-0.1	-1.8	0	4
O=C(/C=C/c1ccccc1Cl)Nc1ccc(Cl)cc1	-0.1	0.0	-56	3
CC1=C(C(=O)OCCOC(C)C)C(c2ccccc2OCc2ccccc2)NC(=O)N1 (stereo unspecified)	0.1	0.5	4	-4
Cc1ccc(Cl)cc1N1C(=O)CC(N2CCC(C(N)=O)CC2)C1=O (stereo unspecified)	0.2	0.9	10	15
Cc1ccc2[nH]c(=O)c(CN(CCCO)Cc3nnnn3C3CCCCC3)cc2c1	-0.1	0.1	-5	2
Cc1cccc(CNC(=O)C2CC23CCN(C(=O)C2CC(=O)OC24CCCCC4)CC3)n1 (stereo unspecified)	-0.1	0.7	1	5
Cc1ccc(C2(C(F)(F)F)N=C3Sc4ccccc4N3C(=O)N2)cc1 (stereo unspecified)	0.1	1.1	2	5
O=C(Nc1ccncc1)c1nc[nH]c1C(=O)O	-0.5	-0.3	3	-6

Part of the list above, as a markdown table.
| SMILES | FBW7 act | GPR151 activ | TEAD-YAP inh | MITF primary |
| --- | --- | --- | --- | --- |
| Cc1ccc(NC(=O)c2cc([N+](=O)[O-])ccc2NCc2cccnc2)cc1Cl | -0.1 | -1.8 | 0 | 4 |
| O=C(/C=C/c1ccccc1Cl)Nc1ccc(Cl)cc1 | -0.1 | 0.0 | -56 | 3 |
| CC1=C(C(=O)OCCOC(C)C)C(c2ccccc2OCc2ccccc2)NC(=O)N1 (stereo unspecified) | 0.1 | 0.5 | 4 | -4 |
| Cc1ccc(Cl)cc1N1C(=O)CC(N2CCC(C(N)=O)CC2)C1=O (stereo unspecified) | 0.2 | 0.9 | 10 | 15 |
| Cc1ccc2[nH]c(=O)c(CN(CCCO)Cc3nnnn3C3CCCCC3)cc2c1 | -0.1 | 0.1 | -5 | 2 |
| Cc1cccc(CNC(=O)C2CC23CCN(C(=O)C2CC(=O)OC24CCCCC4)CC3)n1 (stereo unspecified) | -0.1 | 0.7 | 1 | 5 |
| Cc1ccc(C2(C(F)(F)F)N=C3Sc4ccccc4N3C(=O)N2)cc1 (stereo unspecified) | 0.1 | 1.1 | 2 | 5 |

Following part.
SMILES	FBW7 act	GPR151 activ	TEAD-YAP inh	MITF primary
CCOC(=O)c1c(NC(=O)/C=C/c2ccccc2)sc2c1CC(C)(C)OC2	0.0	0.5	4	-8
CCc1nnc(SCC(=O)N2c3ccccc3Sc3ccccc32)n1N	0.3	2.0	7	6
COc1ccc(NC(=O)NCc2cccnc2)cc1OC	0.6	-2.0	-8	12
CCNc1nc(NC(C)C)nc(OCCNS(=O)(=O)c2cc(C)ccc2C)n1	0.1	0.8	-6	10
COc1cccc(C2C(C(=O)OC(C)(C)C)C(=O)CC(C)(O)C2C(=O)OC(C)(C)C)c1 (stereo unspecified)	-0.1	-0.8	5	7
CC1(C)OCC(CNC(=O)c2cnc3ccccn23)O1 (stereo unspecified)	1.1	-0.1	-8	7
COc1ccc(Cn2c(=O)c3cccnc3n(Cc3cccc([N+](=O)[O-])c3)c2=O)cc1	0.1	-1.2	-10	-11
COc1ccccc1NC(=O)COc1c(I)cc(C=O)cc1OC	-0.3	-0.9	-4	-20
C=C1C2(C(=O)NCc3ccco3)CCC(C2)C1(C)C (stereo unspecified)	0.0	-0.3	4	-2
CN(CC(=O)Nc1ccccc1F)CC(=O)Nc1ccccc1Br	0.1	0.7	-2	-2
COc1cc(CN2CCC(C(=O)NCc3ccc(C)cc3)CC2)cc(OC)c1O	-0.1	1.1	11	34
Cc1nc(NC(=O)c2ccc([N+](=O)[O-])cc2Cl)sc1C(=O)N(C)C	-0.1	-1.6	-5	-11
O=C(CON1C(=O)c2ccccc2C1=O)c1ccc(O)cc1O	0.1	0.7	8	7
COCCN1C(=O)c2ccccc2C(C(=O)NCc2ccc(F)cc2)C1c1cccs1 (stereo unspecified)	0.1	0.1	-3	-53
O=C(Nc1nnc(Cc2ccc3c(c2)OCCO3)o1)C(c1ccccc1)c1ccccc1	0.2	-0.1	1	9
O=C(CC1C(=O)NCCN1CCc1ccccc1)NCc1ccc(C(F)(F)F)cc1F (stereo unspecified)	-0.1	-0.4	11	-13
CCCn1c(C)cc(=O)c2cc(NC(=O)c3cnccn3)ccc21	-0.1	0.3	4	3
O=C(CCS(=O)(=O)c1ccc2c(c1)SCC(=O)N2)NCCC1=CCCCC1	-0.1	-0.5	-4	-12
COC(=O)C1=C(C(=O)c2ccccc2)C(c2ccc(C)cc2)n2nnnc2N1 (stereo unspecified)	0.0	0.5	3	13
COC(=O)c1ccc(CSc2nc(N)c(NC(=O)c3ccco3)c(=O)[nH]2)o1	1.6	2.0	-3	16
CC1=NN(c2ccc(C(=O)O)cc2)C(=O)/C1=C\c1ccc(N2CCOCC2)cc1	-0.2	-0.7	14	7
COc1cc(-c2onc3ccc(Br)cc23)cc(OC)c1OC	-0.1	1.7	26	4
CCOc1ccccc1N=c1ssc2c1-c1cc(C)c(C)cc1NC2(C)C	-0.1	0.6	-7	15
Cc1cc(=O)[nH]c(SCc2cn3cccnc3n2)n1	0.2	-1.0	17	12
